Screening data (PubChem)
TRPC6 act: mouse TRPC6 channel activation; HEK293-TRPC6 membrane potential dye fluorescence; active compounds read high; AID 2550; Q61143; 0.13% of 310,000 active; B-score at 10 µM;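 active = B-score of the integrated fluorescence ratio above library mean plus 3 SD, and starting fluorescence ratio within library mean plus 5 SD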;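 also: higher score means more depolarization so channel activation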
AI-2 QS modul: modulates the Vibrio harveyi AI-2 quorum sensing system | Vibrio harveyi JMH597 AI-2 luminescence/OD600 ratio, 9 h; active compounds read low; strain lacks LuxN and CqsS sensors; 0 = neutral-control median | activity change, % at 7.5 µM | 0.4% of 300,000 active | AID 2094; in the data active = activity change below about -75%, passing the limit was not always enough; inconclusive = no clear call, values can overlap the other calls;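 also: luminescence divided by OD600 gain over 9 h not by final OD600 alone; inactives centre near 13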
MrgX1 antagonist: blocks BAM8-22 activation of human MrgX1 receptor; MRGX1-HEK293 calcium flux, Fluo-4, BAM8-22 antagonism; active compounds read low; AID 588676; Q96LB2; B-score at 10 µM; 1.3% of 310,000 active;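 active = calcium-response B-score plate-corrected more than 3 library SD below zero, starting fluorescence within 5 deviations, no agonist response on first addition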;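 also: peak minus trough fluorescence over baseline after final BAM8-22 challenge near maximal dose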
TRPC4 block: inhibitors of mouse TRPC4 channel; 0.39% of 300,000 active; AID 2247; HEK293 TRPC4beta/mu-opioid, DAMGO-evoked Fluo4 calcium flux; active compounds read low; B-score at 10 µM;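 active = B-score over 3 SD under the library average, no early fluorescence shift, positive overall ratio signal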
Target sequence (Q9QUQ5 whole entry, looked up): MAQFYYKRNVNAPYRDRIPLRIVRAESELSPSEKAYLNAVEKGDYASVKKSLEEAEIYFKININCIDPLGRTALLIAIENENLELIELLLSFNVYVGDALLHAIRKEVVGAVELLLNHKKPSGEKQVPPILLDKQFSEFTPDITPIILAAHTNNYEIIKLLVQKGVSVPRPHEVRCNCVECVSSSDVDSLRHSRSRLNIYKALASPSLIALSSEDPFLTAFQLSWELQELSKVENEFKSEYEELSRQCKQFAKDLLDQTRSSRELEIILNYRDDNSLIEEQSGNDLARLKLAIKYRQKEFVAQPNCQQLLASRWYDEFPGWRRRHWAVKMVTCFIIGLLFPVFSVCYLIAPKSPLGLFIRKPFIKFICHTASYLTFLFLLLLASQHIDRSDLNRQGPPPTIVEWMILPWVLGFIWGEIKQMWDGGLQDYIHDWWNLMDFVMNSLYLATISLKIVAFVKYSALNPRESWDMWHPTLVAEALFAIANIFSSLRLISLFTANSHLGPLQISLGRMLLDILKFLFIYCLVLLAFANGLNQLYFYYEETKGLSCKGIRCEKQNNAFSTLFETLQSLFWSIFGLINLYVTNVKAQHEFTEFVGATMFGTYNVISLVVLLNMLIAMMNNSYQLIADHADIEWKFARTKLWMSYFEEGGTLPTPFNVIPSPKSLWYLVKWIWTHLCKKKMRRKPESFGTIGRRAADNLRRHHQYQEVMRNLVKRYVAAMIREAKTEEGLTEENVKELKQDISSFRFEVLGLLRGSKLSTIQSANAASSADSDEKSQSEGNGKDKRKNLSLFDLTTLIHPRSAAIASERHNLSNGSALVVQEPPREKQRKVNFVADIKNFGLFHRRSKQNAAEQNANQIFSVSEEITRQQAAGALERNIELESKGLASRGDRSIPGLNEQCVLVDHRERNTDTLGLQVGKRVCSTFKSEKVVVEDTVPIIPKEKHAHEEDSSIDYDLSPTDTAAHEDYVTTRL
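Assay system: HEK293 cells with stable TRPC4beta plus mu-opioid receptor expression. Dosing: single dose. Measured by: Fluo4 Ca2+ flux fluorescence. Also added: DAMGO in two steps, submaximal then maximal. Read-out: B score from integrated Fluo4 fluorescence ratio.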
MrgX1 allo act: allosterically activates human MrgX1 receptor signaling | MrgX1-HEK293, Fluo-4 calcium flux, FDSS; active compounds read high | AID 588675 | B-score at 10 µM | 0.63% of 310,000 active | Q96LB2;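 active = plate-corrected calcium response at least 3 library SD above typical, normal starting fluorescence, not activating the receptor alone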;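 also: compound read alongside a low EC10 to EC30 dose of BAM8-22 agonist; peak minus trough fluorescence over baseline measured at the second addition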
HIF activator: HIF pathway transcriptional activation; U2OS HRE-luciferase reporter, luminescence; normalized: DMSO 0%, desferrioxamine 100%; activation, % at 7.5 µM (by protocol); 0.32% of 300,000 active;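 active = mean activation of at least 10% of the iron chelator positive control signal, with at least half of replicates also reaching 10%; inconclusive = mean and replicate majority disagree about reaching 10%; inactive = mean and most replicates under 10%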
TRPC4 act: opens the mouse TRPC4 cation channel; Q9QUQ5; HEK293 TRPC4beta/mu-opioid, Fluo4 calcium fluorescence; active compounds read high; B-score at 10 µM; 0.49% of 310,000 active;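 active = B-score above 5 SD of library B-scores, and initial fluorescence ratio not above library mean plus 5 SD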;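 also: positive B-score marks a calcium rise read as TRPC4 activation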
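System – HEK293 cells stably co-expressing mouse TRPC4beta and mu-opioid receptor · Signal – Fluo4 calcium-sensitive dye fluorescence, kinetic, 1 Hz baseline · Benchmarks – buffer (low) and maximal DAMGO (high) · Read-out – B score of integrated fluorescence ratio per well · Incubation – dye loading 45 min room temperature, 110 s kinetic read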
TRPC4 potent: allosterically enhances the mouse TRPC4 cation channel; HEK293 TRPC4beta/mu-opioid, DAMGO EC20, Fluo-4 Ca2+ flux; active compounds read high; 0.42% of 310,000 active; Q9QUQ5; B-score at 10 µM;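 active = B-score of calcium response area above 5 SD of library B-scores, with initial fluorescence ratio within 5 SD of library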;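 also: B-score of integrated fluorescence ratio over time as area under calcium response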
MrgX1 ag: human MrgX1 receptor agonism, primary screen; Q96LB2; MrgX1-HEK293 cells, Fluo-4 calcium fluorescence, agonist mode; active compounds read high; B-score at 10 µM; 0.44% of 310,000 active; AID 588627;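 active = calcium response B-score plate-corrected fluorescence ratio at least 3 library SD, with starting fluorescence B-score inside 5 SD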
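Material: MrgX1-expressing HEK293 cells / Dosing: compound as first of three additions / Incubation: overnight seeding, then 1 h dark dye loading / Signal: Fluo-4 NW calcium fluorescence / Evaluation: B-scored fluorescence response ratio / Benchmarks: positive and negative control wells on each plate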
TRPC6 inhibitor: blocks the mouse TRPC6 cation channel. 1.1% of 310,000 active. HEK293-TRPC6, membrane potential dye, ACh-evoked depolarization; active compounds read low. B-score at 10 µM;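 active = B-score under library mean minus 3 SD, initial fluorescence not abnormally high, positive integrated signal ratio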;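 also: B-score derived from integrated fluorescence ratio over the kinetic read; more negative B-score means stronger inhibition of depolarization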
PolyA inhibitor: inhibitors of polyadenylation in S. cerevisiae; 0.02% of 300,000 active; AID 1875; calls only at 12 µM; S. cerevisiae SKY197-pL101 polyadenylation reporter, beta-gal luminescence; efflux-impaired pdr1/pdr3 knockout yeast; score 100 = 6 SD above DMSO;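 active = lowest replicate activity score at least 50, where 100 means six control SD above control mean; inconclusive = lowest score under 50 but half or more replicates reach 50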;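 also: yeast exposed to compound for 9 h at 30 °C; higher score means more reporter readthrough which indicates perturbed polyadenylation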
An asterisk follows results filed as active; i = inactive; ? = inconclusive; . = no result given. This is a subset; count on the stated rates, not on these rows.

mol | TRPC6 act | AI-2 QS modul | MrgX1 antagonist | TRPC4 block | MrgX1 allo act | HIF activator | TRPC4 act | TRPC4 potent | MrgX1 ag | TRPC6 inhibitor | PolyA inhibitor
O=C(CSc1nncs1)NCCCc1ccccc1 | i | 11 | i | i | i | -0.1 | i | i | i | i | i
Cc1ccc(S(=O)(=O)N2CCC(NC(=O)c3cccc(C)c3)CC2)cc1 | i | 4 | i | i | i | -0.5 | i | i | i | i | i
O=c1cc(Nc2cccc(Br)c2)[nH]c(=O)[nH]1 | i | 14 | i | i | i | -0.7 | i | i | i | i | i
Cc1ccccc1NS(=O)(=O)c1ccc(OCC(=O)NCC2CCCO2)cc1 (stereo not drawn) | i | 54 | i | i | i | -0.6 | i | i | i | i | i
Cc1ccc(NC(=O)CN(C)S(=O)(=O)c2ccc3c(c2)n(C)c(=O)c(=O)n3C)c(C)c1 | i | 22 | i | i | i | 0.1 | i | i | i | i | .
CC(C)OCC(O)CSc1ccccn1 (stereo not drawn) | i | -15 | i | i | i | 0.2 | i | i | i | i | i
N#Cc1ccc(CSCC(=O)NN=C2CCCC2)cc1 | i | -2 | i | i | i | -0.3 | i | i | i | i | i
O=C1C2C3C=CC(C4CC34)C2C(=O)N1/N=C/c1ccc([N+](=O)[O-])s1 (stereo not drawn) | i | 19 | i | i | i | 1.1 | i | i | i | i | i
Cc1ccccc1CN(c1ccc(C(=O)Nc2ccccc2C(=O)NCc2ccco2)cc1)S(C)(=O)=O | i | 7 | i | . | i | -0.3 | i | i | i | i | i
O=C(N/N=C/c1cccc(Br)c1)c1ccc(Cn2cc(Br)cn2)o1 | i | 34 | i | i | i | 2.6 | i | i | i | i | i
Cc1ccc(C(=O)NCCCNC(=O)c2ccccn2)cc1 | i | 14 | i | i | i | 0.2 | i | i | i | i | i
O=C1C=C(O)C(n2cncn2)C(c2ccc(F)cc2)C1 (stereo not drawn) | i | 18 | i | i | i | 0.0 | i | i | i | i | i
CN(C)S(=O)(=O)c1cccc(C(=O)Nc2ccccc2[N+](=O)[O-])c1 | i | 29 | i | i | i | 1.0 | i | i | i | i | i
Oc1ccccc1C1=NN(c2ccccc2)C(c2ccccc2)C1 (stereo not drawn) | i | 10 | i | i | i | 1.5 | i | i | i | i | i
Cc1ccc(S(=O)(=O)CCC(=O)OCC(=O)NCC(=O)Nc2c(C)cc(C)cc2C)cc1 | i | 15 | i | i | i | 0.1 | i | i | i | i | i
O=C(CN(Cc1ccc(F)cc1)C(=O)CCC(=O)Nc1ccccn1)NCc1ccc(F)cc1 | i | 33 | i | i | i | -0.5 | i | i | i | i | i
COc1cc(C(=O)N=C2SC3CS(=O)(=O)CC3N2c2ccccc2)cc(OC)c1OC (stereo not drawn) | i | 30 | i | i | i | 0.9 | i | i | i | i | i
C/C(=N\Nc1c([N+](=O)[O-])c(C)nn1C)c1ccc(F)cc1F | i | 1 | i | i | i | -0.1 | i | i | i | i | i
COc1ccc(N(C(=O)c2snc(C(N)=O)c2N)C(C(=O)NC2CCCC2)c2ccc(OC)c(OC)c2)cc1 (stereo not drawn) | i | -4 | i | i | i | -3.1 | i | i | i | i | i
O=S1(=O)CCO[C@H]2Cc3ccccc3[C@H]2N1Cc1cccc(C(F)(F)F)c1 | i | 29 | i | i | i | -3.1 | i | i | i | i | i
Cc1ccc(N(C)C(=O)C2CCN(S(=O)(=O)c3ccc4c(c3)oc(=O)n4C)CC2)cc1 | i | 6 | i | i | i | -0.2 | i | i | i | i | i
CS(=O)(=O)N1CCN(C(=O)Cc2cccs2)CC1 | i | 16 | i | i | i | 0.0 | i | i | i | i | i
N#Cc1ccccc1Sc1ccccc1C(=O)Nc1ccc(Br)cc1 | i | -12 | i | i | i | -0.3 | i | i | i | i | i
Cc1ccc(O)c(C(=O)c2cnc3c(c2)c(C)nn3C)c1 | i | . | i | i | i | -34 | i | i | i | i | i
CSc1nc(N)nc(C(C)C)n1 | i | 15 | i | i | i | 0.1 | i | i | i | i | i
CCOC(=O)Cc1csc(NS(=O)(=O)c2ccc(F)cc2)n1 | i | 29 | i | i | i | 0.1 | i | i | i | i | i
CCOC(=S)SCc1cn2ccccc2n1 | i | 17 | i | i | i | 0.2 | i | i | i | i | i
Cc1cccc(OCCCCCN2CCOCC2)c1C | i | 5 | i | i | i | -0.5 | i | i | i | i | i
CC(C)C(=O)N1CCC2(CC1)Oc1ccc(F)cc1C(=O)C21CC(c2cccnc2)=NO1 (stereo not drawn) | i | 5 | . | i | . | -0.1 | i | i | . | i | i
COc1ccccc1NC(=O)/C=C/c1ccc(OC)c(S(=O)(=O)N2CCOCC2)c1 | i | 2 | i | i | i | -0.5 | i | i | i | i | i
COc1cccc(C(=O)Nc2cccc(C(C)=O)c2)c1 | i | 42 | -8* | i | i | 2.3 | i | i | i | i | i
CC(=O)c1ccc(N2CCN(C(=O)c3cc(-c4cccnc4)nc4ccc(Br)cc34)CC2)cc1 | i | 11 | i | i | i | -0.4 | i | i | i | i | i
CCCCC(=O)NC(c1cccs1)c1cc(Cl)c2cccnc2c1O (stereo not drawn) | i | ? | i | i | i | 34* | i | i | i | i | i
O=C(Nc1ccc(OCC(=O)N2CCOCC2)cc1)c1cccc(Cl)c1 | i | 5 | i | i | i | 0.0 | i | i | i | i | i
N=C1C(c2ccccc2)=C(O)CN1c1cccc(S(=O)(=O)NCc2ccco2)c1 | i | 14 | i | i | i | 0.0 | i | i | i | i | i
CCCCn1c(N)c(N(CCOC)C(=O)c2ccc(C)c(S(=O)(=O)N3CCOCC3)c2)c(=O)[nH]c1=O | i | . | i | i | i | 0.6 | i | i | i | i | i
CCOc1ccc(Cl)cc1S(=O)(=O)N1CCC(C(=O)NCc2cccnc2)CC1 | i | 20 | i | i | i | -0.2 | i | i | i | i | i
COc1ccccc1N1CCN(C(=O)C2CCC(CNS(=O)(=O)c3ccc(NC(C)=O)cc3)CC2)CC1 (stereo not drawn) | i | 9 | i | i | i | -5.5 | i | i | i | i | i
O=C(CSc1nc(-c2ccccc2)nc2ccc(F)cc12)Nc1cccc(C(=O)O)c1 | i | 32 | i | i | i | -0.2 | i | i | i | i | i
COc1ccc(Cl)cc1Nc1nc2ccc(C)cc2n2cnnc12 | i | 21 | i | i | i | 1.2 | i | i | i | i | i
COc1ccccc1N1CCN(C(=O)CCNS(=O)(=O)c2ccc3c(c2)CCC(=O)N3)CC1 | i | 20 | i | i | i | -0.2 | i | i | i | i | i
COc1ccc(COc2cc(-c3cccc(OC)c3)nc3ccc(NC(C)=O)cc23)cc1 | i | 17 | i | i | i | -0.2 | i | i | i | i | i
CCOC(=O)C1C(=O)CC(C)(O)C(C(=O)OCC)C1c1ccc(Br)o1 (stereo not drawn) | i | 8 | i | i | i | 0.2 | i | i | i | i | i
Cc1noc(C)c1CSCC(=O)N(C)CC(=O)Nc1ccc(Cl)c(Cl)c1 | i | 12 | i | i | i | 0.0 | i | i | i | i | i
CN(C)c1ccc(Nc2cc(Cl)ncn2)cc1 | i | 6 | i | i | i | -21 | i | i | i | i | i
COc1ccc([C@H]2[C@@H](C#N)[C@H](C#N)N3CCCN23)cc1 | i | 23 | i | i | i | -0.9 | i | i | i | i | i
Cc1ccc(SCC(=O)NCCN2C(=O)CSC2=O)cc1C | i | 36 | i | i | i | 1.5 | i | i | i | i | i
COc1cccc(CC(=O)OCC(=O)NC2(C#N)CCCCC2)c1 | i | 13 | i | i | i | -1.0 | i | i | i | i | i
COc1ccc(CCNC(=O)c2coc(=O)c(Br)c2)cc1 | i | -33 | i | i | i | -29 | i | i | i | i | i
COC(=O)c1cc(NC(=O)C2COc3ccccc3O2)cc(C(=O)OC)c1 (stereo not drawn) | i | 21 | i | i | i | -0.4 | i | i | i | i | i
COc1ccc(CCN(C)CC(O)COc2ccc(C(C)=O)cc2OC)cc1OC (stereo not drawn) | i | 12 | i | i | i | -0.2 | i | i | i | i | i
COc1ccc(C(=O)C2CCCN(C(=O)CCC3=NNC(=O)CC3)C2)c(C)c1 (stereo not drawn) | i | 26 | i | i | i | 1.0 | i | i | i | i | i
O=C(CSC1=NC(=O)C(Cc2ccccc2)C(=O)N1)NC1CCCCC1 (stereo not drawn) | i | 44 | i | i | i | 0.4 | i | i | i | i | i
Cc1ccc(NC(=O)CSc2nnc(CNC(=O)c3cccs3)o2)cc1 | i | 22 | i | i | i | 0.3 | i | i | i | i | i
COc1cccc(N(CC(=O)NCC2CCCO2)C(=O)CCC(=O)Nc2nccs2)c1 (stereo not drawn) | i | 13 | i | i | i | -0.3 | i | i | i | i | i
COc1ccc(N(Cc2cc3ccccc3[nH]c2=O)S(C)(=O)=O)cc1 | i | 6 | i | i | i | -0.5 | i | i | i | i | i
COc1cc(C(=O)NCCCn2ccnc2)cc(OC)c1OC | i | 11 | i | i | i | 0.5 | i | i | i | i | i
CCOC(=O)c1cc(C(=O)c2cc(Cl)ccc2O)coc1=N | i | 22 | i | i | i | 0.2 | i | i | i | i | i
CN(CC(=O)Nc1ccc(F)cc1)C(=O)c1cc(-c2ccco2)nc2ccccc12 | i | 6 | i | i | i | -1.0 | i | i | i | i | i
Cc1ccc(S(=O)(=O)N(C)C)cc1NC(=S)NC(C)CCC(C)C (stereo not drawn) | i | 18 | i | i | i | -0.2 | i | i | i | i | i

(listing goes on)
mol | TRPC6 act | AI-2 QS modul | MrgX1 antagonist | TRPC4 block | MrgX1 allo act | HIF activator | TRPC4 act | TRPC4 potent | MrgX1 ag | TRPC6 inhibitor | PolyA inhibitor
Cc1ccc2nc(-c3ccc(Br)o3)oc(=O)c2c1 | i | 22 | i | i | i | -0.6 | i | i | i | i | i
Cc1ccc(C)c2c1sc(=NC(=O)CN1C(=O)CCC1=O)n2C | i | 15 | i | i | i | -0.1 | i | i | i | i | i
Cc1c(NC(=O)C(=O)/C=C(/O)c2ccccc2)c(=O)n(-c2ccccc2)n1C | i | 4 | i | i | i | 1.7 | i | i | i | i | i
CS(=O)(=O)N(CC(=O)NCc1ccncc1)c1cc(Cl)cc(Cl)c1 | i | 19 | i | i | i | 0.0 | i | i | i | i | i
O=C(CCN1CCCCC1)Nc1ccc(Br)cc1 | i | 0 | i | i | i | 0.3 | i | i | i | i | i
